# Screening data as filed in PubChem BioAssay.
# NALP1 inh – blocks the NALP1 inflammasome reconstituted in yeast; S. cerevisiae NALP1/ASC/caspase-1 growth, X-gal OD620, 72 h; 280,000 tested, 0.61% active; AID 2071; inhibition, % at 10 µM; in the data active means inhibition mostly above about 24%, no sharp cut-off; inactive means mostly below about 32%; further: some compounds called inactive have numbers as strong as hits
# IMP-1 inh – inhibitors of Pseudomonas aeruginosa IMP-1 metallo-beta-lactamase; purified IMP-1, nitrocefin hydrolysis, epi-absorbance fluorescence; inhibition, % at 5.6 µM; 290,000 tested, 0.45% active; AID 1556;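 active means inhibition above the mean plus 3 SD of all compounds in the same screening run, cut at about 4.5% in these data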;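 further: 0% = IMP-1 with DMSO and 100% = DMSO wells lacking enzyme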
#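 Assay system: purified IMP-1; Quantity: IMP-1 0.2 nM before substrate addition; Medium: HEPES buffer pH 7.1 with ZnSO4 and Brij 35; Incubation: 15 min enzyme–compound preincubation, then 25 min nitrocefin reaction, 25 °C; Signal: fluorescence quenching readout, ex 480/em 530 nm; Controls: DMSO with and without IMP-1; Repeats: singlicate testing.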
# VIM-2 inh – inhibitors of Pseudomonas aeruginosa VIM-2 metallo-beta-lactamase | purified VIM-2, nitrocefin hydrolysis, epi-absorbance fluorescence | inhibition, % at 5.6 µM | 290,000 tested, 0.89% active;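 active means inhibition above the mean of all tested compounds plus 3 SD, cutoff set per screening run, cut at about 7.5% in these data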;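 further: red hydrolysis product quenches plate fluorescence so inhibitors raise well fluorescence; 0% = enzyme with DMSO and 100% = DMSO without enzyme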
# NS3 helicase inh – HCV NS3 helicase inhibition; NS3 helicase DNA unwinding, Cy5 molecular beacon fluorescence; inhibition, % at 10.9 µM; 290,000 tested, 0.56% active;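 active means inhibition above the mean of all tested compounds plus 3 SD, set per campaign, cut at about 35% in these data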;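 further: 0% = DMSO wells and 100% = thioflavine S control wells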
#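 Material: hepatitis C virus NS3 helicase domain fragment enzyme; measured by: Cy5 fluorescence, 0 and 60 min reads; control set: DMSO and thioflavine S; incubation: 60 min unwinding reaction at 25 °C after ATP addition; read-out basis: % inhibition from 60/0 min fluorescence ratio, DMSO 0%, thioflavine S 100%; repeats: singlicate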
# M18AAP inhibitor – blocks P. falciparum M18 aspartyl aminopeptidase; 290,000 tested, 1.2% active; inhibition, % at 7.35 µM; recombinant PfM18AAP, H-Glu-NHMec fluorogenic cleavage; AID 1822;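 active means inhibition above the campaign mean inhibition over all tested compounds plus 3 SD, cut at about 28% in these data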;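 further: 0% = plate median of test compound wells and 100% = 2 mM ZnCl2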
# DNA FID counter – fluorescent intercalator displacement, NS3 helicase counter-screen | 290,000 tested, 0.17% active | DNA fluorescent intercalator displacement, fluorescence | inhibition, % at 7.9 µM; in the data active means inhibition above about 37%;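 further: 0% = vehicle and 100% = reference compound; higher means more ethidium bromide displaced from hairpin DNA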
# MEKK2mut PB1 HTS – signal of MEK5 binding to mutant human MEKK2 PB1 domain; 290,000 tested, 0.35% active; AID 1530; percent response, % at 10 µM; bead flow cytometry, Alexa488-MEK5 binding to MEKK2 mutant; in the data active means percent response above about 24%, passing the limit was not always enough; further: inactives centre near 1; some results filed as inactive read as strong as hits
# SUMO HTRF inh – blocks human SUMOylation mediated by UBC9; HTRF SUMOylation assay, SAE1/SAE2 + UBC9, in vitro; inhibition, % at 35 µM; 290,000 tested, 0.36% active; in the data active means inhibition above about 50%, passing the limit was not always enough; further: strong numbers were not always called active
# Target sequence (P63279 whole entry, looked up): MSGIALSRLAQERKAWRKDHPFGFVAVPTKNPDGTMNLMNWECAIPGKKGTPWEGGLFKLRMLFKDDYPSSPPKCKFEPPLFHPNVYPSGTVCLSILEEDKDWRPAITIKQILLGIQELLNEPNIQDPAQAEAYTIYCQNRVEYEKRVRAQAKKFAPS
# MEKK2 WT-MEK5 – raises or lowers MEK5 binding to wildtype human MEKK2 PB1 domain; Q9Y2U5; bead flow cytometry, Alexa488-MEK5 binding to MEKK2 WT; actives lie on both sides; binding response (% of control), % at 10 µM; 290,000 tested, 1.1% active; in the data active means binding response below about 67% or above about 130%
# The depositor's hits bear a star; x = no result given; [ ] = another dose, or the depositor's remark.
SMILES,NALP1 inh,IMP-1 inh,VIM-2 inh,NS3 helicase inh,M18AAP inhibitor,DNA FID counter,MEKK2mut PB1 HTS,SUMO HTRF inh,MEKK2 WT-MEK5
Cc1ccc(CSCC(=O)NCc2cccs2)cc1,-5,-3.3,-1.3,-4,-7,-9,-1,7,101
Cc1ccc(NCc2nnc(SCC#N)o2)c(C)c1,38,-2.3,-3.3,5,1,0,2,3,101
O=C1CCC/C1=C/Nc1ccc(Cl)cc1,38,0.9,6.6,-4,0,-10,-7,5,97
CN1CCN(NC(=O)CN2C(=O)/C(=C/c3ccccc3Cl)SC2=S)CC1,13,-2.1,-0.9,1,10,-1,-4,-2,90
CCOc1ccc2c(c1)C(C)=CC(C)(C)N2S(=O)(=O)c1ccc(F)cc1,-2,-2.9,-1.6,-1,5,-37,3,-6,107
CCc1cc2cc(C(=O)N3CCN(Cc4ccccc4)CC3)sc2s1,-2,-0.9,2.1,-16,-4,-13,-13,1,91
Cc1cccc(CSC2=NCCN2C(=O)c2ccco2)c1,1,-1.8,0.8,-9,2,-7,6,5,115
CCOC(=O)C1(CCCc2ccccc2)CCN(CCCn2cccn2)CC1,6,-1.9,-2.0,-10,-4,14,12,-3,114
Cc1cc(NC(=O)c2ccc(S(=O)(=O)N3CCCC3)cc2)nc2c1c(=O)oc1ccccc12,-6,-3.8,-2.5,1,-11,1,-9,12,94
O=C(NCCc1ccc(F)cc1)c1ccc([N+](=O)[O-])cc1,-2,-2.6,-2.2,-5,-8,1,4,3,103
CCOc1cc(/C=C2/C(=O)ON=C2C)ccc1OCc1ccccc1,-2,-1.8,-3.7,5,10,-11,-9,27,95
COc1ccc(S(=O)(=O)N2CCN(Cc3ccccc3)CC2)cc1,27,0.5,-0.3,10,-6,-15,-5,10,97
CCN(CC)CCNCc1ccc(-c2ccc(Cl)cc2)o1,12,-3.2,-1.3,-18,0,19,7,16,109
COc1cc(NC(=O)CSc2nc3c(C)ccc(C)c3cc2C)c(C(=O)O)cc1OC,36,-1.2,-0.2,13,-6,-18,1,4,100
O=C(NCc1ccccn1)c1ccc(NC(=O)c2ccco2)cc1,2,-1.0,-1.6,3,3,-5,-1,26,97
O=C(CCc1ccccc1)Nc1ncn[nH]1,4,-3.9,-3.2,3,5,-6,1,14,101
CC(=O)c1c(C(C)=O)c(C)n(Cc2ccc(Cl)cc2)c1C,3,-2.1,-2.5,0,4,-18,13,9,110
CC1=C(C(=O)OC2CCCCC2)C(c2ccc(C)o2)C2=C(CCCC2=O)N1 (stereo not drawn),21,-1.0,-2.3,7,-10,-20,13,6,117
CC(=O)c1sc(-c2ccc(F)cc2F)nc1C,17,-3.3,-2.3,-6,-2,3,4,12,107
CC1(C)Cc2nc3sc4c(OCc5ccccc5)ncnc4c3cc2CO1,5,-2.2,-5.0,5,0,2,1,20,100
Cc1cc(=O)cc(C)n1-c1ccc2c(c1)nc(C)n2-c1ccccc1,2,x,x,x,x,x,-15,0,76
CC(=O)C1=C(O)C(=O)N(CCc2c[nH]c3ccccc23)C1c1ccccc1 (stereo not drawn),-2,-0.9,0.8,21,-3,-38,-7,17,90
Cc1sc2nc(CN3CCCC3)nc(N3CCN(C(=O)c4ccco4)CC3)c2c1C,13,-3.6,-1.8,9,-8,0,0,14,112
COc1ccc(CNc2ncnc3cc(OC)c(OC)cc23)cc1,24,-1.0,0.2,-4,-9,10,21,-14,120
CCc1ccc2c(c1)cc(CN(Cc1ccco1)C(C)=O)c1nnnn12,5,0.3,0.8,-1,-3,-6,-11,9,69
SMILES,NALP1 inh,IMP-1 inh,VIM-2 inh,NS3 helicase inh,M18AAP inhibitor,DNA FID counter,MEKK2mut PB1 HTS,SUMO HTRF inh,MEKK2 WT-MEK5
O=C1CC(=O)N(Cc2cccs2)C(=O)N1,7,-4.2,1.1,14,3,-14,6,23,108
Cc1cc(C)n(-c2cccc(CN3CCC(CO)(Cc4ccccc4)CC3)c2)n1,-1,-1.3,-0.6,-13,-2,7,15,14,113
CSc1nc(N)n2nc(-c3ccc(Cl)cc3)cc2n1,x,-1.0,-3.0,-10,0,-1,-3,-4,99
COc1cc(C(=O)NC2CC3CCCC(C2)N3C2CC2)cc(OC)c1OC (stereo not drawn),9,-1.0,-3.7,-3,-3,2,3,6,105
COc1cccc(-c2nc(CS(=O)(=O)CC(=O)Nc3cc(F)ccc3F)c(C)o2)c1,-6,0.7,0.0,0,-13,-26,-1,-3,100
CCCCC(=O)OCc1nc2ccccc2s1,12,-2.2,2.9,9,1,0,-14,0,67
CCOC(=O)c1cc[nH]c1CC(=O)NC,37,-2.3,-1.6,-8,-1,-3,7,13,99
CCOC(=O)Cc1[nH]nc2c1C(Cc1ccccc1)C(C#N)=C(N)O2 (stereo not drawn),29,-0.3,-0.5,1,-2,-5,-15,10,93
Cc1csc(C(=O)O)c1NC(=O)c1c(Cl)cccc1Cl,-5,-2.3,-3.4,-3,4,-1,5,12,105
CC(C)C(=O)O/N=C(\N)c1ccc(Oc2ccc(Cl)cc2)c([N+](=O)[O-])c1,x,-2.9,-2.4,-4,-1,-2,1,-1,98
Cc1ccc(COc2ccccc2-c2cc(C(=O)N/N=C/c3cccnc3)[nH]n2)cc1,29,-3.8,-3.6,-19,-16,-24,-2,9,97
COc1ccc(Cn2ccnc2)cc1Br,x,-3.7,0.4,5,0,0,1,9,102
CCOc1ccc(CN(C(=O)c2ccccn2)c2ccc(OC)c(Cl)c2)cc1,14,-0.7,-1.0,-16,1,-49,-2,-9,94
Cc1cccc2cc(/C=N/NC(=O)c3ccncc3)c(Cl)nc12,x,-2.1,-0.5,6,1,-10,-1,13,97
Cc1cc(F)c(F)c(C(=O)N2CCC(C)CC2)c1Cl,4,-3.9,-2.5,16,2,-9,4,0,99
Cc1nc(CN(C)C(=O)C2CCC(=O)N(CCc3cccc(F)c3)C2)cs1 (stereo not drawn),20,-3.1,-3.0,2,5,-16,8,6,107
CC1CCc2sc(C(=O)Nc3ccc(C(N)=O)cc3)cc2C1 (stereo not drawn),0,-1.9,-3.8,4,0,-22,2,-2,104
O=C(N[C@@H](Cc1ccccc1)C(=O)O)c1ccc(C(F)(F)F)cc1,4,-1.1,-0.2,14,-13,-6,0,8,99
O=C(CNC(=O)c1cccc(OC(F)F)c1)Nc1ccc(Cl)cc1,-1,-1.7,-1.4,-1,0,-1,-9,16,96
O=C1Nc2ccc(Br)cc2/C1=N/N=C/C1=C(N2CCOCC2)C(=C\c2ccccc2)/CC1,-1,3.8,1.8,7,3,-5,-19,18,40*[inhibitor]
O=C(/C=C/c1ccccc1)c1ccccc1O,32,-2.9,-3.5,-2,8,-2,-3,-20,98
CCc1ccc(CCN2C(=O)c3ccccc3C2=O)nc1,23,-0.9,0.7,7,-12,-10,-31,24,75
CCOc1ccc(NC(=O)CSc2nc(C3CC3)nc3ccccc23)cc1,18,-5.7,-1.0,-5,3,-6,-5,34,89
CN(C)S(=O)(=O)Nc1ccc2c(c1)OCO2,13,x,x,x,x,x,-3,4,94
COc1cc2[nH]c(=S)nc(NCCc3ccc(C)cc3)c2cc1OC,-7,-4.3,-1.7,-11,-8,4,-1,-3,108

# Ordered by length of the SMILES (high to low): some entries from above.
SMILES,NALP1 inh,IMP-1 inh,VIM-2 inh,NS3 helicase inh,M18AAP inhibitor,DNA FID counter,MEKK2mut PB1 HTS,SUMO HTRF inh,MEKK2 WT-MEK5
CCOc1ccc(CN(C(=O)c2ccccn2)c2ccc(OC)c(Cl)c2)cc1,14,-0.7,-1.0,-16,1,-49,-2,-9,94
CCOC(=O)Cc1[nH]nc2c1C(Cc1ccccc1)C(C#N)=C(N)O2 (stereo not drawn),29,-0.3,-0.5,1,-2,-5,-15,10,93
O=C(CNC(=O)c1cccc(OC(F)F)c1)Nc1ccc(Cl)cc1,-1,-1.7,-1.4,-1,0,-1,-9,16,96
Cc1cccc2cc(/C=N/NC(=O)c3ccncc3)c(Cl)nc12,x,-2.1,-0.5,6,1,-10,-1,13,97
CCc1ccc(CCN2C(=O)c3ccccc3C2=O)nc1,23,-0.9,0.7,7,-12,-10,-31,24,75

# New compounds follow
SMILES,NALP1 inh,IMP-1 inh,VIM-2 inh,NS3 helicase inh,M18AAP inhibitor,DNA FID counter,MEKK2mut PB1 HTS,SUMO HTRF inh,MEKK2 WT-MEK5
CCOC(=O)c1cnc2ccc(Cl)cc2c1N1CCN(C)CC1,-10,-0.6,-1.9,1,-5,-1,0,8,96
N#CC1=C(N)OC2=C(CN(Cc3ccccc3)C/C2=C\c2cccnc2)C1c1cccnc1 (stereo not drawn),33,0.1,-0.7,-1,4,-21,0,0,103
Cc1ccc(NC(=S)NCCSc2ccc(Cl)cc2)c(C)c1,11,-2.1,-1.1,-16,-2,-11,0,-16,110
Cc1ccc(C(=O)O/N=C(\N)c2ccccn2)c(Cl)c1,17,-1.1,0.0,-4,1,-16,2,0,103
CCCCOc1ccc(C(C)(O)CCN2CCOCC2)cc1 (stereo not drawn),6,-2.6,-3.3,3,1,1,18,-4,105
Cn1c(COc2ccc(Cl)cc2)nnc1SCc1ncc(-c2ccccc2)o1,-22,-2.0,-4.5,-8,3,-9,3,-2,102
O=C(NC(=S)Nc1cccnc1Cl)c1ccc(Cl)cc1,12,-0.6,-0.5,2,10,-7,3,14,103
Cc1ccc(CNC(=O)CN2CCN(c3ccc(F)cc3)CC2)cc1,2,-1.4,-1.4,5,-5,-27,2,-6,103
CCOc1ccc(/C=N/OCC(=O)NC(c2ccccc2)c2ccccc2)cc1,25,-1.4,-3.9,-24,-6,-25,0,-1,104
CC(=O)Nc1ccc(SCC(=O)c2ccc(Br)s2)cc1,15,-4.9,-3.3,4,25,-5,-1,2,97
O=C(Nc1nc(-c2ccc([N+](=O)[O-])cc2)cs1)c1c(F)cccc1F,-5,-2.7,-4.0,-6,0,4,-5,-4,92
O=C(CC(C(=O)O)c1c[nH]c2ccccc12)c1ccccc1 (stereo not drawn),-5,-2.9,-0.8,-5,4,6,-10,1,89
Cc1cc(C)nc(N/N=C/c2ccccc2OCc2cccc(Br)c2)n1,33,-3.6,-1.7,-30,2,-20,4,-14,110
CN(CC(=O)Nc1ccc(F)cc1)C(=O)c1cccc(S(=O)(=O)N2CCN(c3ccccc3)CC2)c1,15,-1.9,-0.3,-10,-4,-23,3,5,101
CN(C)C(=S)SCC(=O)Nc1ccc(Cl)cc1Cl,29,-4.5,-0.8,-6,-4,-11,-1,-13,94
Cc1ccc(-n2nnnc2SCC(=O)N2CC(=O)Nc3ccccc32)cc1,16,-2.5,0.5,-2,-9,-29,6,19,102
CC1CCN(C(=O)Cn2c(=O)n(CCCC(=O)NCc3ccco3)c(=O)c3sccc32)CC1,-2,-3.1,-3.0,7,6,-25,0,7,99
Cc1cnc(NS(=O)(=O)c2ccccc2)c(C)n1,7,-3.4,-1.6,7,1,-1,11,13,102
O=C(CSc1nnnn1-c1ccccc1)CC(=O)Nc1ccc(Cl)cc1,-5,1.8,-1.0,19,8,-7,1,36,101
COc1cccc(C(=O)NN=C2CCCC2)c1,13,-0.9,-1.0,-1,-1,-13,-1,7,104
O=C(Nc1cc(Cl)c(Cl)cc1Cl)c1cccnc1,20,-3.1,2.8,-1,0,-7,0,-6,101
CNC(=O)c1ccsc1NC(=O)c1coc2ccccc2c1=O,7,-2.4,-2.9,-13,4,-7,-4,10,97
COc1ccc(NC(=O)/C=N/O)cc1,3,-2.4,-1.7,0,3,3,-1,14,99
